# From PubChem BioAssay
# RNase H inhibition – RNase H inhibition, HIV 1 Gag Pol polyprotein, FRET biochemical assay, screening (AID 372). HIV-1 RT RNase H, FRET RNA/DNA substrate fluorescence; higher % means a stronger effect. inhibition, % at 10 µM, or IC50 in µM where a hit was titrated. 0.77% of 100,000 active; in the data active means inhibition above about 50%
# The depositor's hits bear a star.
SMILES,RNase H inhibition
O=C(c1ccc(Br)o1)N1CCN(C(=O)c2ccc(Br)o2)CC1,2%
N#C/C(=C\c1cccc2ccccc12)c1nc(-c2ccc(Br)cc2)cs1,12%
Cc1cc(OCC(=O)Nc2ccc(F)cc2)ccc1Cl,11%
Cc1ccc(-c2nc3s/c(=C/c4ccc(C(C)C)cc4)c(=O)n3n2)cc1,0%
NNC(=O)CSc1nc2ccccc2o1,0%
CC(C)(C)c1csc(NC(=O)c2ccco2)n1,3%
COC(=O)c1cc(C(=O)OC)cc(N2C(=O)c3ccc(Oc4cccc(NC(C)=O)c4)cc3C2=O)c1,12%
CCOCCOC(=O)C1=C(C)NC(=O)NC1c1ccc(OCC)c(OC)c1 (stereo not drawn),8%
CCCCCCCCc1nnc(NC(=O)CCCC)s1,0%
Nc1nnnn1/N=C/C=C/c1cccc([N+](=O)[O-])c1,33%

# 4 of the compounds above, with tabs.
SMILES	RNase H inhibition
NNC(=O)CSc1nc2ccccc2o1	0%
Cc1cc(OCC(=O)Nc2ccc(F)cc2)ccc1Cl	11%
CC(C)(C)c1csc(NC(=O)c2ccco2)n1	3%
O=C(c1ccc(Br)o1)N1CCN(C(=O)c2ccc(Br)o2)CC1	2%

# Arranged by length of the SMILES (largest number first): 3 of the compounds above
SMILES,RNase H inhibition
COC(=O)c1cc(C(=O)OC)cc(N2C(=O)c3ccc(Oc4cccc(NC(C)=O)c4)cc3C2=O)c1,12%
Cc1ccc(-c2nc3s/c(=C/c4ccc(C(C)C)cc4)c(=O)n3n2)cc1,0%
O=C(c1ccc(Br)o1)N1CCN(C(=O)c2ccc(Br)o2)CC1,2%

# The listing continues:
SMILES,RNase H inhibition
O=C(NCCO)/C(=C\c1ccco1)NC(=O)c1ccco1,11%
COc1ccc(CN2CCN(Cc3ccc(Cl)cc3)CC2)c(OC)c1OC,8%
O=C(NC(=S)Nc1cc(-c2nc3ccccc3o2)ccc1Cl)c1ccccc1Br,9%
O=C1C2C3C=CC(C4CC34)C2C(=O)N1c1ccc([N+](=O)[O-])cc1 (stereo not drawn),0%
Cc1cc(Nc2ccccc2)n2c(nc3ccccc32)c1C#N,1%
O=C(NC(=S)Nc1nc(-c2cccc([N+](=O)[O-])c2)cs1)c1ccc(F)cc1,36%
NS(=O)(=O)c1ccc(N2C(=O)C(=O)/C(=C(\O)c3ccccc3)C2c2cccc([N+](=O)[O-])c2)cc1 (stereo not drawn),10%
O=C(Nc1cccc2ccccc12)C1C2CCC3C(CCC21)C3(Cl)Cl (stereo not drawn),7%
CCSc1nnc(NC(=O)c2c(OC)cccc2OC)s1,37%
CCOC(=O)c1c(-c2ccccc2)oc2ccc(OC(=O)c3cccs3)cc12,0%
O=C(Nc1c(C(=O)Nc2ccc(Cl)cc2)cnn1-c1ccccc1)c1cccc(F)c1,15%
Cc1cc([N+](=O)[O-])ccc1NC(=O)c1ccc(Cl)cc1Cl,7%
COc1ccc(/C=c2\sc3nc4cc(Br)cnc4n3c2=O)cc1OC,0%
CN1CCC(=NNC(=O)C(=O)NCc2ccc(Cl)cc2)CC1,0%
Cc1ccc(NC(=O)c2cccc(C(=O)Nc3ccc(C)cc3C)c2)c(C)c1,0%
CCC(/C=C1\N=C(c2cccc(F)c2)OC1=O)=C\c1ccccc1,22%
O=Cc1cn(CCC(=O)O)c2ccccc12,15%
O=C(Nc1ccccc1)c1ccccc1O,11%
COc1cccc(NC(=O)c2cc(-c3cccc(Br)c3)nc3ccccc23)c1,17%
COc1ccc(CC(=O)N2N=C(c3ccc(F)cc3)CC2(O)C(F)(F)F)cc1OC (stereo not drawn),29%

# The final two records of the section before come first, to join the parts:
SMILES,RNase H inhibition
COc1cccc(NC(=O)c2cc(-c3cccc(Br)c3)nc3ccccc23)c1,17%
COc1ccc(CC(=O)N2N=C(c3ccc(F)cc3)CC2(O)C(F)(F)F)cc1OC (stereo not drawn),29%
CC1(C)CC(=O)C=C(Nc2nc(-c3ccccc3)cs2)C1,12%
Cc1cccc(OCc2nc(-c3ccccn3)no2)c1,2%
C=CCNC(=O)c1ccc(CN(c2cc(Cl)ccc2C)S(=O)(=O)c2ccccc2)cc1,12%
CC(C)=C1C(=O)NN(c2ccccc2)C1=O,0%
COc1cc([N+](=O)[O-])ccc1NC(=O)c1ccc(F)cc1,10%
C/C=C/C(=O)N1c2ccc(OC)cc2-c2c(ssc2=S)C1(C)C,39%
CC1=NN(c2ccccc2)C(=O)/C1=C/c1cc(C)n(C)c1C,10%
O=C1N=C(N2CCCCC2)S/C1=C\c1ccc2c(c1)OCO2,11%
O=c1sc2ccccc2c(N2CCN(c3ccccc3)CC2)c1[N+](=O)[O-],18%
O=Cc1ccc(OCc2ccc(C(=O)O)cc2)c(Br)c1,10%
CCOC(=O)CNC(c1ccccc1)c1cc(Br)ccc1NC(C)=O (stereo not drawn),6%
COc1ccc(O)c(/C=N/NC(=O)COc2ccc(F)cc2)c1,10%
CC(=O)Nc1ccc(C(=O)/C=C/c2ccc(/C=C/C(=O)c3ccc(NC(C)=O)cc3)cc2)cc1,3%
COc1ccc(N2C(=O)NC(=O)/C(=C\c3ccc(Oc4ccc([N+](=O)[O-])cn4)cc3)C2=O)cc1,9%
Cc1ccccc1NC(=O)c1cc(-c2ccc(Cl)cc2)nc2ccccc12,2%
Cc1ccc(-n2[nH]c(C)c(/C=N/NC(=O)c3ccccc3)c2=O)cc1C,8%
COc1ccc(C=C2NC(=S)N(c3ccccc3)C2=O)c(OC)c1,9%
CCOc1cc(C2C(C(=O)OCC3CCCO3)=C(C)NC3=C2C(=O)CCC3)cc([N+](=O)[O-])c1O (stereo not drawn),7%
Cc1ccnc(NS(=O)(=O)c2ccc(NC(=O)c3cc(Cl)ccc3[N+](=O)[O-])cc2)n1,0%
CC(=O)Nc1ccccc1C(=O)N1CC(C)OC(C)C1 (stereo not drawn),8%
Cc1ccc([N+](=O)[O-])cc1N=Cc1ccccc1O,3%
CCCCC(=O)NNC(=O)c1ccc(C(C)(C)C)cc1,18%
O=C(Nc1nc(-c2cccc([N+](=O)[O-])c2)cs1)c1ccc(S(=O)(=O)N2CCCC2)cc1,12%
COc1ccc(C2CC(c3ccc(F)cc3)=NN2c2ccccc2)cc1OC (stereo not drawn),3%
Cc1ccc(C2/C(=C(\O)c3ccc(Cl)cc3)C(=O)C(=O)N2CCCn2ccnc2)cc1 (stereo not drawn),4%
O=C(O)CCC(=O)N1N=C(c2ccccc2)CC1c1ccccc1Cl (stereo not drawn),11%
Cc1cc(-c2cccc([N+](=O)[O-])c2)nc2ccc3ccccc3c12,0%
Cc1cccc(CN2CCN(C(=O)c3ccco3)CC2)c1,8%
CCc1ccc(/C=C2\SC(=S)N(CCCC(=O)NCCCN3CCOCC3)C2=O)cc1,19%
O=c1c(C=NCC2CCCO2)c(C(F)(F)F)[nH]n1-c1nc2ccccc2s1 (stereo not drawn),0%

# 2 compounds drawn at random from those above:
SMILES,RNase H inhibition
Cc1cc(Nc2ccccc2)n2c(nc3ccccc32)c1C#N,1%
O=c1c(C=NCC2CCCO2)c(C(F)(F)F)[nH]n1-c1nc2ccccc2s1 (stereo not drawn),0%

# The list continues:
SMILES,RNase H inhibition
COC(=O)c1cccc(N2CCCC2=O)c1,3%
O=C1OC(c2cccc(F)c2)=N/C1=C\c1ccc(F)cc1,12%
CC(=O)Nc1ccc(S(=O)(=O)N2CCN(C(=O)c3cccc(Cl)c3)CC2)cc1,32%
CC1(C)CC(=O)C2=C(C1)OC(N)=C(C#N)C2c1cn(-c2ccccc2)nc1-c1ccc(Cl)cc1 (stereo not drawn),4%
CC(=O)c1ccc(NC(=O)COc2ccccc2[N+](=O)[O-])cc1,9%
Cn1c(O)c(C=NCCCN2CCOCC2)c(=O)n(C)c1=O,11%
CCOC(=O)C1=C(C)N=c2s/c(=C/c3ccc(-c4ccc(C(=O)OCC)cc4)o3)c(=O)n2C1c1cccs1 (stereo not drawn),21%
O=C(O)c1ccc(N2C(=O)CC(Cc3ccccc3)C2=O)cc1 (stereo not drawn),10%
Cc1c(N/C=C/C(=O)c2ccc(Cl)c(Cl)c2)c(=O)n(-c2ccccc2)n1C,0%
COc1cc(C2C3=C(CC(C)(C)CC3=O)OC3=C2C(=O)CC(C)(C)C3)cc(OC)c1O,9%
O=C(c1cccs1)N(Cc1ccccc1)Cc1ccccc1,8%
COC(=O)c1c(C)oc2ccc(OCc3ccc(F)cc3)cc12,0%
Cc1ccc(-c2nnc(N)s2)cc1C,8%
O=C(CCN1C(=O)/C(=C/c2ccccc2Cl)SC1=S)Nc1cccc(F)c1,19%
CCOC(=O)c1c(NC(=O)c2ccc(C)c([N+](=O)[O-])c2)sc(C(=O)Nc2ccccc2OC)c1C,0%
COc1ccccc1OCCCCOc1cccc(Cl)c1,17%
CCOc1cc(C2C(C(=O)OCCSCC)=C(C)NC3=C2C(=O)CCC3)cc(Br)c1O (stereo not drawn),9%
c1ccc(CCCNCCc2ccc3c(c2)OCO3)cc1,0%
CC(SCc1ccccc1)C(=O)Nc1ccc(Br)cc1 (stereo not drawn),11%
COC(=O)c1c(NC(=O)c2cc(-c3cccc(Br)c3)nc3ccccc23)sc2c1CCCCC2,3%
COc1ccc(C2CC(=O)C3=C(C2)NC(C)=C(C(=O)OCCc2ccccc2)C3c2cccc(OC)c2OC)cc1 (stereo not drawn),5%
COc1ccc(C(=O)CSc2nnc(-c3ccc(C)cc3)n2-c2ccc(C)cc2)cc1,12%
CCCCc1ccc(-n2sc3c(c2=S)-c2cc(C)c(C)cc2NC3(C)C)cc1,14%
Cc1ccc(NC(=S)NC(=O)c2ccccc2)cc1Br,24%
O=C(Oc1ccccc1)Oc1c(Cl)cc2oc(=O)sc2c1Cl,19µM*
COc1ccc2nc(Cl)c(C=Nc3c(C)n(C)n(-c4ccccc4)c3=O)cc2c1,14%
COc1ccc(NC(=O)CCN2C(=O)/C(=C\c3cccc(OC)c3)SC2=S)cc1,12%
COc1ccc(Nc2n[nH]c(C)c2[N+](=O)[O-])cc1,21%
Clc1cccc(OCCCCCn2ccnc2)c1,1%
CS(=O)(=O)N(Cc1ccc(C(=O)NCCSc2ccccn2)cc1)c1ccccc1,8%
c1ccc(CNc2nc(-c3ccccc3)[n+](-c3ccccc3)s2)cc1,52%*
Cc1ccc(C)n1-c1cc(C(=O)O)cc(C(=O)O)c1,2%
Cc1cc(Cl)cc(C)c1OCCCCN1CCCC1,12%
Brc1ccc2nc(SCc3nc4ccccc4[nH]3)[nH]c2c1,8%
CCC(=O)/C=C1\Sc2ccccc2N1CC,3%
COc1ccc(-c2nc3cc(NC(=O)c4ccc(OC)c(Br)c4)ccc3o2)cc1,35%
CCCOc1ccc(-c2nnc(NC(=O)Nc3ccccc3)s2)cc1,13%
O=C(Nc1ccccc1C(=O)NCc1ccccc1)c1ccccc1F,0%
COC(=O)c1ccccc1NC(=O)CN(c1cccc(C(F)(F)F)c1)S(=O)(=O)c1ccccc1,14%
O=C(NCCN1CCOCC1)c1cc2cc(Cl)cc(Cl)c2oc1=O,10%
CCc1ccc(NC(=O)COc2c(C)cc(Cl)cc2Cl)cc1,22%
O=C(N/N=C/c1cc([N+](=O)[O-])ccc1Cl)c1ccc(O)cc1O,0%
COc1cccc(C2(c3cccc(OC)c3)CC2C(=O)Nc2ccccc2Cl)c1 (stereo not drawn),3%
NNC(=O)c1cc(C(=O)O)nc2ccc(Br)cc12,6%
O=C(O/N=C(/c1ccc(Br)cc1)N1CCOCC1)c1ccccc1,2%
COc1ccccc1NC(=O)c1oc2ccc(C)cc2c1C,24%
COc1ccc(-n2nc3ccc(NC(=O)COc4ccccc4Cl)cc3n2)cc1,32%
CCOc1ccccc1NCN1C(=O)c2ccccc2C1=O,15%

# This is a subset; count on the stated rates, not on these rows.
